XiGFP reactiv: reactivates the inactive X chromosome in mouse fibroblasts. 360,000 tested, 0.055% active. activation, % at 7.58 µM. XiGFP mouse fibroblasts, % GFP-positive cells imaging, 3 d; cells co-treated with 5-aza-dC sensitizer; scaled so ellipticine positive control = 100%;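 active means mean normalized replicate activation at least 10% and every replicate at or above 10%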;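 further: 0% = median of on-plate neutral control wells and 100% = ellipticine 6 µM median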
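Schedule: 3 d treatment, 15 min room-temperature fixation; system: 68-5-11 XiGFP fibroblast line; buffer or medium: DMEM plus 5-aza-dC sensitizer; control set: ellipticine 6 µM positive control; compound: one concentration, pinned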
E-sel inducer: E-selectin induction on HUVECs; activation, % at 7.58 µM; P16581; 260,000 tested, 0.37% active; HUVEC E-selectin immunofluorescence imaging; normalized: neutral wells 0, TNF-alpha wells 100; AID 686992;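 active means mean E-selectin-positive cell signal at least 10% of the positive control, reached in at least 60% of replicates, without over 20% cell loss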;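 further: in these data hits start at about 27%; measured in HUVEC primary endothelial cells; signal is the percent of cells scored E-selectin positive by PE staining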
Target sequence (P16581 whole entry, looked up): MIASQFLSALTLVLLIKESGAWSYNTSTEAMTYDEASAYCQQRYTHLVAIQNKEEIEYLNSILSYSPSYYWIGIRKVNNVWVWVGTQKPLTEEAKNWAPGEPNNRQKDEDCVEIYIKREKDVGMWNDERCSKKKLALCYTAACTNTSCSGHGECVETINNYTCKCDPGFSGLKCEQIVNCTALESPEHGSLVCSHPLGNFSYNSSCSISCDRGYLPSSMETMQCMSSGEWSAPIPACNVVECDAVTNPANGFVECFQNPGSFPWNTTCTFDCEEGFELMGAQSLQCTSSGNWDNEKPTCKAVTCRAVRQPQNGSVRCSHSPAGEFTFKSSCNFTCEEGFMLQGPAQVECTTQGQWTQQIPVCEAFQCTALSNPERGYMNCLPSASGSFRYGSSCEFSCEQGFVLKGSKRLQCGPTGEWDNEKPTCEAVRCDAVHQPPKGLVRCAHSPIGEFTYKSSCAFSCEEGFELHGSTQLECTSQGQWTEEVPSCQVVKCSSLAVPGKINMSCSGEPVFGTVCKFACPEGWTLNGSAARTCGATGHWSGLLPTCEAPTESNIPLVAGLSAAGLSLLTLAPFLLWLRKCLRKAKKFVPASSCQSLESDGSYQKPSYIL
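Assay system: HUVEC, human umbilical vein endothelial cells / Amount: 3,000 HUVEC/well / Controls: TNF-alpha positive control, DMSO neutral control / Compound dosing: single concentration / Medium: EGM-2 over gelatin coat / Evaluation: percent E-selectin-positive cells / Signal: immunofluorescence imaging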
RAD52 anneal inh: blocks human RAD52 DNA annealing; recombinant RAD52 DNA annealing, FRET fluorescence; inhibition, % at 18.7 µM; 360,000 tested, 0.46% active; AID 651710;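 active means every replicate showing at least 50% inhibition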
esBAF inh: blocks esBAF chromatin remodeling in mouse ES cells | Bmi1-luciferase knock-in reporter, 24 h; 100% = twice the neutral-well signal | reporter increase, % at 12.5 µM | 350,000 tested, 2% active | AID 602393; in the data active means activation above about 40%;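 further: 0% = median of the plate's neutral control wells and 100% = double that signal; a rise in the Bmi1 reporter signal indicates esBAF inhibition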
ERAP1 HTS inh: blocks human ERAP1 aminopeptidase activity; inhibition, % at 10.7 µM; 340,000 tested, 0.15% active; recombinant ERAP1, Leu-AMC fluorescence, 60 min;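 active means mean replicate inhibition of at least 30%, or all replicates individually reaching that 30% level; inactive means mean below 30% and not every replicate reaching it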;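 further: 0% = neutral control wells and 100% = L-leucinethiol positive control wells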
RAD54 inh: blocks human RAD54 Holliday junction branch migration | FAM/BHQ fluorescence | inhibition, % at 10.4 µM | 360,000 tested, 0.14% active;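 active means mean normalized replicate activity at least 40 and at least half of replicates scoring 40 or more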;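 further: 0% = median of neutral control wells and 100% = median of positive control wells; inhibitors cause a drop in the FAM fluorescence signal; in these data hits start at about 50%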
ERp5 block: blocks human ERp5 reductase activity on insulin; AID 651711; ERp5 insulin aggregation, absorbance 650 nm, 90 min; 350,000 tested, 0.05% active; Q15084; inhibition, % at 9.99 µM;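 active means mean replicate inhibition above about 25%, with every replicate also reaching it, limit read from the data, passing the limit was not always enough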
S100A4 MyoIIA: blocks human S100A4 binding to myosin IIA peptide. P26447. S100A4/TAMRA-MyoIIA peptide fluorescence polarization. inhibition, % at 10.7 µM. 360,000 tested, 0.14% active;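 active means mean inhibition of at least 70% across replicates, with every replicate also reaching that level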
Target sequence (P26447 whole entry, looked up): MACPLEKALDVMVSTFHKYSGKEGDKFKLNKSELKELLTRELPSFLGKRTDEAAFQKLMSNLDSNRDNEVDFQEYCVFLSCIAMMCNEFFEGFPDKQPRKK
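Material: human S100A4 monomer with TAMRA-labelled myosin IIA peptide; buffer or medium: HEPES pH 7.2 with CaCl2, KCl, NaCl, DTT, Triton; compound dosing: one concentration per compound; schedule: 5 min incubation before reading; benchmarks: neutral control DMSO, positive control TFP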
Numbers without * were called inactive; x = no result given; & = joins results of further samples.

SMILES	XiGFP reactiv	E-sel inducer	RAD52 anneal inh	esBAF inh	ERAP1 HTS inh	RAD54 inh	ERp5 block	S100A4 MyoIIA
Cc1cc(C)cc(NC(=O)Nc2ccc3ccccc3n2)c1	0.1	0.0	-11.5	x	x	-1.6	7.3	-3.1
COc1ccc(NC(=O)Nc2ccc3c(c2)C(=O)N([C@@H](C)CO)C[C@@H](C)[C@H](CN(C)S(=O)(=O)c2cn(C)cn2)OCCCC[C@H](C)O3)cc1	0.2	-0.2	x	-0.9	x	11.1	x	x
Cc1ccc(-n2c(=S)sc3c(=O)n(-c4ccccc4F)c(SCC(=O)O)nc32)cc1C	0.2	15.5	-13.6	-8.1	-2.8	4.3	0.1	-1.3
O=C(CN1C(=O)/C(=C/c2cccc(Cl)c2)SC1=S)NC1C=CS(=O)(=O)C1 (configuration not stated)	0.1	-0.2	-19.1	1.7	2.2	4.1	5.2	-8.3
CC/C(=N\NC(=O)c1ccoc1C)c1ccc(C)o1	0.0	x	-14.4	x	2.5	x	4.9	8.1
O=C(Nc1ccccc1)N1CCC(C(=O)N2CCN(c3ccccc3F)CC2)CC1	0.0	x	-6.0	9.4	1.4	-11.4	-6.2	-2.8
CSc1ccccc1C(=O)NCc1ccc(F)cc1	0.2	x	-2.3	-4.0	0.2	-0.5	3.6	2.2
O=C(C[C@@H]1C=C[C@H](NC(=O)Nc2ccc(C(F)(F)F)cc2)[C@@H](CO)O1)NCc1cc(F)cc(F)c1	0.5	-0.2	-1.1	4.5	-2.6	-6.0	-3.5	21.8
CC(O)(c1ccc(F)c(F)c1)c1nc(-c2cccc(F)c2)cs1 (configuration not stated)	0.0	0.4	2.8	1.7	-1.3	5.5	-0.2	-5.3
CC(C)NC(=O)c1cc(C2CCCCN2C(=O)CCCc2ccccc2)on1 (configuration not stated)	0.0	-0.1	-5.8	4.0	-5.8	0.9	3.4	-3.3
COc1ccccc1NC(=O)c1ccccc1NC(=O)c1cccs1	-0.1	-0.3	9.5	-2.9	-1.6	-4.5	-1.4	-0.5
CCOC(=O)N1CCC2(CC1)NCCc1c2[nH]c2ccccc12	0.0	0.0	-15.0	x	x	x	4.4	-0.1

A few values from the results shown:
ERAP1 HTS inh with Cc1ccc(-n2c(=S)sc3c(=O)n(-c4ccccc4F)c(SCC(=O)O)nc32)cc1C reads -2.8
RAD54 inh with COc1ccc(NC(=O)Nc2ccc3c(c2)C(=O)N([C@@H](C)CO)C[C@@H](C)[C@H](CN(C)S(=O)(=O)c2cn(C)cn2)OCCCC[C@H](C)O3)cc1 reads 11.1
RAD52 anneal inh with CC(C)NC(=O)c1cc(C2CCCCN2C(=O)CCCc2ccccc2)on1 (configuration not stated) reads -5.8

(list continues)
SMILES	XiGFP reactiv	E-sel inducer	RAD52 anneal inh	esBAF inh	ERAP1 HTS inh	RAD54 inh	ERp5 block	S100A4 MyoIIA
COCCCNC(=O)c1nc2c(nnn2Cc2cc(C)ccc2C)c(=O)[nH]1	x	x	-8.8	-6.9	-2.2	4.2	-1.3	-10.5
COc1ccc(C2=Nc3ccccc3NC(=O)C2N(C(=O)c2cnc(C)cn2)c2ccc(N3CCOCC3)cc2)cc1 (configuration not stated)	0.1	4.0	-5.7	47.7*	x	-5.4	-0.9	1.3
CCN(CC)c1ccc(S(=O)(=O)N(CC)CC)cc1NC(=O)C1CCCC1	0.0	x	-5.2	x	-0.4	x	-4.3	-8.7
O=C(CCn1cncn1)N1CCN(S(=O)(=O)c2ccc(Cl)cc2)CC1	0.0	2.1	-16.0	-3.4	3.4	-0.3	3.5	-4.8
Cc1cc(C)cc(NC(=O)C2CCN(S(C)(=O)=O)CC2)c1	-0.1	0.2	9.0	-1.1	0.1	-2.6	0.2	-4.7
CCn1c(COc2cccc(C)c2C)nnc1SCC(=O)Nc1cc(C)on1	0.2	x	-2.4	x	-8.9	x	1.5	3.3
CN(Cc1ccc(F)cc1)C(=O)CNC(=O)C1CCCCC1	0.1	x	-4.1	-0.4	0.6	-1.5	-3.2	2.5
CCCCC[C@@H]1[C@@H]2C(=C(OCC)C[C@@H]3C(=O)N(c4ccccc4)C(=O)[C@H]23)[C@H](c2ccccc2)N1S(=O)(=O)c1ccc(C)cc1	-0.2	0.5	5.2	-6.7	12.0	-7.5	3.1	0.0
CCN(CC)c1ccc(/C=N/Nc2nn[nH]n2)cc1	0.1	x	-14.1	-18.0	-0.3	x	2.1	1.1
C#Cc1ccc([C@@H]2C=C(C(=O)N3CCOCC3)O[C@H](OCCCCO)C2)cc1	0.1	-0.7	-55.6&2.5	-2.0	-0.1&-1.1	1.0	0.9&2.0	-0.4&-1.2
CCC(C)Sc1ccc([C@@H]2[C@@H]3C(=O)N(C)C(=O)[C@@H]3[C@]3(C(=O)OC)CCCCN23)cc1 (some centres not stated)	0.0	-0.1	-4.9	0.6	2.6	8.1	3.6	-8.4
C=CCn1c(=S)[nH]c2cc(C(=O)N3CCN(c4ccccc4OC)CC3)ccc2c1=O	0.1	x	-4.1	-8.5	1.5	x	-7.2	-1.0

Arranged by value in esBAF inh (falling): 3 of the compounds above.
Molecule	esBAF inh
CCC(C)Sc1ccc([C@@H]2[C@@H]3C(=O)N(C)C(=O)[C@@H]3[C@]3(C(=O)OC)CCCCN23)cc1 (some centres not stated)	0.6
O=C(CCn1cncn1)N1CCN(S(=O)(=O)c2ccc(Cl)cc2)CC1	-3.4
COCCCNC(=O)c1nc2c(nnn2Cc2cc(C)ccc2C)c(=O)[nH]1	-6.9

The listing continues:
SMILES	XiGFP reactiv	E-sel inducer	RAD52 anneal inh	esBAF inh	ERAP1 HTS inh	RAD54 inh	ERp5 block	S100A4 MyoIIA
CN(C)c1ccc(/C=N/NC(=O)C(=O)N2CCCCCC2)cc1	0.4	x	-8.5	3.4	5.1	-12.1	3.5	-4.5
CCCNC(=O)Nc1ccc2c(c1)C(=O)N(C)[C@@H]1CC[C@H](CC(=O)NC)O[C@H]1CO2	0.1	0.0	x	-1.4	x	5.8	x	x
CCN1CCN(C(=O)C(=O)c2cn(CC(=O)N3CCCC3)c3ccccc23)CC1	0.1	0.9	-10.3	-5.9	3.7	7.6	-7.8	-3.9
O=C(N/N=C/c1ccc([N+](=O)[O-])s1)C(O)c1ccccc1 (configuration not stated)	0.3	-0.2	-15.7	x	7.2	x	-5.1	-19.0
CCOc1ccccc1OCCC(=O)Nc1ccc(F)c(Cl)c1	0.4	2.2	2.4	-8.1	2.2	2.5	-1.3	-2.8
CCC/C(=N\NC(=O)c1ccccc1C)c1ccccc1	0.0	x	5.4	x	-2.5	x	8.1	-0.4
C[C@H]1CN([C@@H](C)CO)C(=O)Cc2cc(NC(=O)CCC(F)(F)F)ccc2O[C@@H]1CN(C)CC1CC1	0.2	-0.1	-10.8	4.3	-4.0	-1.9	4.5	-0.6
CCC(=O)Nc1ccc2c(c1)C(=O)N(C)[C@H]1CC[C@H](CC(=O)Nc3cccc(F)c3)O[C@@H]1CO2	0.0	0.0	-4.3	1.6	-0.8	-5.1	0.1	-11.4
CO[C@H](CN(C)C(=O)C1CCOCC1)[C@@H](C)CN(C(=O)Nc1ccc(C(F)(F)F)cc1)[C@@H](C)CO	0.0	0.0	5.5	0.8	-5.4	4.6	-0.5	6.7
O=C(C[C@H]1C[C@@H]2c3cc(NS(=O)(=O)c4ccc(F)cc4)ccc3O[C@@H]2[C@@H](CO)O1)NCC1CC1	0.0	-0.6	x	6.6	x	-6.2	x	x
Cc1ccc(-c2nnc(-c3ccccc3Br)o2)cc1	0.2	0.2	-2.4	-11.0	-0.3	0.9	1.9	-2.5
COC(=O)C1=C(C)NC(C)=C(C(=O)OCCN(C)Cc2ccccc2)C1c1cccc([N+](=O)[O-])c1 (configuration not stated)	-0.1	-0.2	4.0	3.8	-2.3	8.1	7.3	-8.6
COc1cc(Cl)ccc1OCc1cc(C(=O)N2CCN(C3CCCCC3)CC2)no1	0.0	x	-11.8	23.6	-1.1	-10.8	-1.9	-3.3
C[C@H](CO)N1C[C@H](C)[C@@H](CN(C)CC2CCCC2)Oc2ncc(C#CCc3ccccc3)cc2C1=O	-0.9	0.5	-28.1	-12.2	-1.2	1.9	-2.2	-26.7
CC(C)(C)OC(=O)C[C@@H]1C/C=C\C[C@@H](CC(=O)N(CCO)Cc2ccccc2)C(=O)N[C@H](Cc2c[nH]c3ccccc23)COC1=O	0.2	0.3	-10.6	18.2	0.2	-2.6	-1.8	-2.0
N#C[C@@H]1[C@H](c2ccc(-c3cccnc3)cc2)[C@H](CO)N1C(=O)C1CCC1	0.0	-0.2	-11.3	3.7	1.7	-8.7	5.3	-1.4
Cc1cccc(N2CC(C(=O)Nc3nccs3)CC2=O)c1C (configuration not stated)	0.0	0.1	-5.7	6.8	1.6	-8.0	-0.4	1.4
O=CN/C=C/c1cccc(O)c1	0.0	-0.4	-3.8	x	3.0	x	1.8	-10.4
CCCC1(c2ccccc2)NC(=O)N(CC(=O)Nc2cc(C)ccc2OC)C1=O (configuration not stated)	0.0	x	-2.3	-0.8	0.7	8.4	0.4	-1.8
CC(C)CC1C(=O)N(Cc2cn(CC3CCCCC3)nn2)CCS(=O)(=O)N1Cc1ccc(-c2ccc(Cl)cc2)cc1 (configuration not stated)	0.0	0.0	-26.8	-0.2	x	6.4	-2.5	1.3
CC(=O)NC(CCS(C)(=O)=O)C(=O)Nc1cccc2ccccc12 (configuration not stated)	-0.1	0.8	-4.3	7.6	-1.4	-7.4	-1.7	11.6
COc1ccc(C=CC(=O)c2c(OC)cc(OC)c(OC)c2O)cc1	0.9	-1.3	-9.9	-1.9	1.5	-4.1	-0.6	-11.1
COc1ccc(N(CC(C)C)S(=O)(=O)c2nnc(NC(=O)c3ccco3)s2)cc1	0.1	x	-6.7	3.3	1.3	2.1	0.4	-3.5
Cc1ccc(C(=O)Nc2ccnc(-c3ccncc3)n2)cc1	0.0	-0.9	-4.2	-2.4	-0.4	x	-1.9	-8.0
O=S(=O)(N[C@@H]1CC[C@@H](CCn2cc(-c3ccccn3)nn2)O[C@@H]1CO)c1cccc(F)c1	-0.4	-0.4	-11.9	-8.5	-0.7	3.0	-4.6	17.3
C[C@H]1CN([C@@H](C)CO)C(=O)c2cccc(NS(C)(=O)=O)c2O[C@@H]1CN(C)Cc1ccc(C(=O)O)cc1	-0.6	x	2.3	-7.9	0.2	-12.0	0.8	17.3
CCc1nnc(NS(=O)(=O)c2ccc(N=CC3=C(O)CC(C)(C)CC3=O)cc2)s1	0.0	x	-38.7	-1.2	-6.5	5.6	-12.8	-11.2
CC(C)(C)OC(=O)N1CCCN(C(=O)Nc2cccc(Cl)c2)CC1	0.0	x	-4.4	x	x	10.4	3.8	1.1
COc1cccc(S(=O)(=O)Nc2ccc3c(c2)[C@@H]2C[C@@H](CC(=O)NCc4ccc(Cl)cc4)O[C@H](CO)[C@@H]2O3)c1	0.0	0.0	10.3	-3.9	3.5	5.5	2.2	-1.0
O=C(Nc1ccccc1F)N[C@H]1CC[C@@H](CCNC(=O)C2CCCC2)O[C@@H]1CO	0.0	0.1	-1.0	-4.9	-0.8	13.6	-3.5	-6.0
C=CCn1c(SCC(=O)NC2CCS(=O)(=O)C2)nnc1-c1ccc(Cl)cc1 (configuration not stated)	0.1	0.2	-7.7	x	-10.3	x	-0.7	6.0
O=C(N/N=C/c1ccoc1)c1ccccc1O	0.3	x	-19.1	10.5	2.9	4.2	-6.5	-16.5
Cc1ccc2c(c1)C1CC(C)(O2)N(c2cccc(C(=O)N3CCN(c4ccccn4)CC3)c2)C(=O)N1 (configuration not stated)	0.0	0.6	-8.9	-7.2	-3.2	-8.0	-6.3	4.6
CCOC(=O)C(NC(=O)c1ccccc1)(OCc1ccc(F)cc1)C(F)(F)F (configuration not stated)	0.0	1.0	-6.0	-1.2	-0.5	x	3.1	1.7
